Screening data (PubChem)
CHO-K1 Ca PAM = nonselective activator or artifact in parental CHO-K1 calcium assay | ATP EC20, Fluo-8 calcium fluorescence; 0% at ATP EC20, 100% at ATP max | activation, % at 3 µM | actives 0.02% (n = 360,000);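 active = activation above the run cutoff, the mean activation of all test compounds plus 3 SD, cut at about 40% in these data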;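 note: peak over basal fluorescence ratio in a 140 s read after ATP addition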
CHO-K1 Ca antag = nonselective inhibitor or artifact in parental CHO-K1 cells; inhibition, % at 3 µM; actives 0.6% (n = 360,000); ATP-induced calcium, Fluo-8 fluorescence;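 active = inhibition above a per-plate cutoff, the plate's mean sample inhibition plus 3 SD, cut at about 24% in these data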;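 note: 0% = DMSO plus EC80 ATP and 100% = DMSO alone without ATP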
M5 antag = CHRM5 antagonism in calcium assay | CHO-hM5 cells, Fluo-8 calcium fluorescence, ACh EC80 | inhibition, % at 3 µM | actives 0.59% (n = 360,000) | AID 624040;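 active = inhibition above a per-plate cutoff, the mean of that plate's test compounds plus 3 SD, cut at about 27% in these data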;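 note: 0% = acetylcholine EC80 with DMSO and 100% = DMSO without agonist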
Target sequence (P08912 whole entry, looked up): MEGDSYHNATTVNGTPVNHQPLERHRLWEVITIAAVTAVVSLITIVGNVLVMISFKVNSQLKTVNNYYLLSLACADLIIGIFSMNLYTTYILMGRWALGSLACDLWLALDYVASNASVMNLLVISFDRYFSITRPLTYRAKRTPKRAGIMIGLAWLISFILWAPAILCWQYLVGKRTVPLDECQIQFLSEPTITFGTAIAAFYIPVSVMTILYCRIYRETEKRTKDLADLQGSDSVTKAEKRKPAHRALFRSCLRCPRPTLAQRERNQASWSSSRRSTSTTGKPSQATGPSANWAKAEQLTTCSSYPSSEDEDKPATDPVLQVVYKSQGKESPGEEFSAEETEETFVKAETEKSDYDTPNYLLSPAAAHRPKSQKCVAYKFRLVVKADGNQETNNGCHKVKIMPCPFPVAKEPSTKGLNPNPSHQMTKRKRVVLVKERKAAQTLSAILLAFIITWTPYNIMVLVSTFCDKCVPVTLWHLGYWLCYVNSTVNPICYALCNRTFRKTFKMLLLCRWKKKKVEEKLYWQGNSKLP
M1 ag parental = counter-screen for M1 agonists: effect in parental CHO-K1 cells; Fluo-8 calcium fluorescence; scaled to maximal ATP response, vehicle zero; activation, % at 3 µM; actives 0.48% (n = 360,000); in the data active = activation above about 15%;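 note: untransfected CHO-K1 host cells lacking M1 receptor as counterscreen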
M4 ag = CHRM4 agonism in calcium assay; CHO-K1 hM4/Gqi5, Fluo-8 calcium fluorescence; vehicle 0%, full acetylcholine response 100%; activation, % at 3 µM; actives 0.14% (n = 360,000); AID 624127;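 active = activation above the run mean over all test wells plus 3 SD, cut at about 32% in these data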;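 note: peak over basal fluorescence ratio per well then scaled between controls; 0% = DMSO wells and 100% = acetylcholine at EC100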
Target sequence (P08173 whole entry, looked up): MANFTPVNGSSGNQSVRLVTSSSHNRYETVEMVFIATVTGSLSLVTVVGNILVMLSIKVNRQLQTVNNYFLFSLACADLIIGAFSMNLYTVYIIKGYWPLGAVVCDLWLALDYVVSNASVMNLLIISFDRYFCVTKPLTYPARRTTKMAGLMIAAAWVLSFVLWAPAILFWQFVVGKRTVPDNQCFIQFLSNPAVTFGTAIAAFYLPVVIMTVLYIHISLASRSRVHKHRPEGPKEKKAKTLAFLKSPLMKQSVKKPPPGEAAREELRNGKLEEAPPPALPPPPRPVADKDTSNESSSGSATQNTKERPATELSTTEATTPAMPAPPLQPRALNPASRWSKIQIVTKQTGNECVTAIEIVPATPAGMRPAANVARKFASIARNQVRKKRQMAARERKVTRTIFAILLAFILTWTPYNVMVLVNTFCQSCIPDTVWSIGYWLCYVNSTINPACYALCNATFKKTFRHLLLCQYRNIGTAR
CHRM5 agonist = CHRM5 agonism in calcium assay | actives 0.19% (n = 360,000) | activation, % at 3 µM | CHO-K1 hM5 cells, Fluo-8 calcium fluorescence; 0% DMSO wells, 100% maximal acetylcholine response | P08912;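 active = activation above the run's mean over test compounds plus 3 SD, cut at about 23% in these data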;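 note: signal is peak over basal fluorescence ratio across the kinetic read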
M5 PAM = CHRM5 positive allosteric modulation; P08912; CHO-K1 hM5, Fluo-8 calcium, ACh EC20 PAM; 0% = ACh EC20, 100% = ACh EC100; activation, % at 3 µM; actives 0.3% (n = 360,000); AID 624038;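 active = activation above the run cutoff, the mean activation of all test compounds plus 3 SD, cut at about 18% in these data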
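system = human M5 receptor in CHO-K1 cells | compound = one concentration, 3 µM final (nominal) | schedule = Post-acetylcholine fluorescence recording 140 s | signal = Fluo-8 calcium dye fluorescence, kinetic read | benchmarks = low control EC20 acetylcholine (0%), high control EC100 acetylcholine (100%) | repeats = singlicate, one well per test compound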
CHRM4 antagonist = blocks acetylcholine activation of human M4 receptor; P08173; inhibition, % at 3 µM; CHO-hM4 cells, ACh EC80, Fluo-8 calcium fluorescence; actives 0.73% (n = 360,000);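 active = inhibition above its plate's cutoff, the mean inhibition of sample wells plus 3 SD, cut at about 27% in these data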;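 note: 0% = acetylcholine EC80 with DMSO and 100% = DMSO without agonist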
CHRM4 PAM = potentiates acetylcholine response at human M4 receptor | P08173 | CHO-K1 hM4/Gqi5, Fluo-8 calcium fluorescence, ACh EC20; 0% = ACh EC20, 100% = maximal ACh | activation, % at 3 µM | actives 0.4% (n = 360,000) | AID 624126;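 active = activation above its plate's cutoff, the mean activation of sample wells plus 3 SD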; note: some results filed as inactive read as strong as hits
Numbers without * were called inactive. Compounds as they come, and some 2.7% of all compounds hit somewhere here.

SMILES	CHO-K1 Ca PAM	CHO-K1 Ca antag	M5 antag	M1 ag parental	M4 ag	CHRM5 agonist	M5 PAM	CHRM4 antagonist	CHRM4 PAM
CCSc1nc2c(c(=O)[nH]1)C(C(C)C)C(C#N)=C(N)O2 (centres undefined)	20	-8	-4	0.0	-1	-1	2	-6	7
C=CCOc1ccc(/C(O)=C2\C(=O)C(=O)N(CCCOC)C2c2ccc(O)c(OC)c2)cc1 (centres undefined)	15	-3	-2	0.5	1	0	1	2	-3
NNC(=O)c1sc2cc(C(F)(F)F)cnc2c1-c1ccccn1	-4	-26	1	-0.3	1	-1	-2	-16	11
COc1ccccc1OC(C)C(=O)N1CCC(Cc2ccccc2)CC1 (centres undefined)	8	-15	3	1.6	5	1	1	-8	-2
CCn1c(O)c(N=NC(=O)C(O)c2ccccc2)c2ccccc21 (centres undefined)	5	-10	-6	-0.1	1	-4	13	-19	17
Cc1ccc(NC(=O)COC(=O)Cc2ccsc2)c(C)c1	-5	-3	8	0.0	1	-2	-4	5	4
CC(C)CCNC(=O)c1onc(CSc2ccncc2)c1C(=O)NCCC(C)C	20	-15	-1	0.7	0	2	1	-8	10
COc1ccccc1C(=O)Nc1nnc(-c2ccc3c(c2)CCCC3)o1	1	3	6	-0.1	2	0	-3	-3	-4
NC(=O)CC(NC(=O)Cc1ccc(Cl)cc1)c1ccc(NCCN2CCOCC2)c([N+](=O)[O-])c1 (centres undefined)	-20	17	11	-0.7	0	-3	-1	-6	5
Cc1cc2c3c(c1C)C1(C(=O)N3C(C)(C)CC2C)C(C#N)=C(N)Oc2cc(O)ccc21 (centres undefined)	2	-6	7	-0.4	1	-2	-7	-1	-1
COc1ccc(C/C(O)=C(\C#N)c2nc3ccccc3s2)cc1	1	-21	12	11	14	6	-17	-2	-1
CC[N+](C)(C)CCN(Cc1ccc(Cl)cc1)c1ccccn1	-5	-2	47*	0.1	1	-5	-23	19	-15
COC(=O)C1=C(C(=O)OC)[C@@H]2Nc3ccccc3[C@@]23C[C@@H](C(=O)OC)N(C(=O)CC(C)C)C3=N1	-1	-6	-1	0.6	3	4	5	-1	20
Cc1cccc(C)c1NC(=O)CN(C)C(=O)CSCc1c(C)noc1C	-3	3	12	-0.1	1	-5	-5	13	10
CCOc1nc2cnccc2n(CC(=O)Nc2ccccc2F)c1=O	17	-23	-4	0.9	1	-2	4	-12	10
O=C1c2ccccc2C(=O)N1c1ccc(S(=O)(=O)N2CCN(c3ccccc3)CC2)cc1	7	-12	9	0.1	1	-1	-9	-4	0
C=CCNC(=O)C1CCN(S(=O)(=O)c2ccc3ccccc3c2)CC1	5	-6	9	1.7	2	0	-5	0	12
O=C(COC(=O)COc1ccccc1)Nc1ccc(S(=O)(=O)N2CCOCC2)cc1	-3	-5	7	2.0	2	3	2	-4	3
CCOc1ccc(C(=O)COC(=O)CNC(=O)C2CCCCC2)cc1	2	-8	7	0.4	1	7	-14	4	9
Cc1cc(=O)oc2cc(OCC(=O)N3CCN(c4ccccc4)CC3)ccc12	-13	11	15	0.7	2	0	-9	3	0
CS(=O)(=O)c1ccc(C(=O)OCC(=O)Nc2cccnc2Cl)cc1[N+](=O)[O-]	-5	4	9	-0.5	0	2	-9	-1	4
Cc1ccc(C)c(C(=O)CCC(=O)N2CCN(c3cccc(C(F)(F)F)c3)CC2)c1	16	-15	3	5.0	11	-1	-6	-5	-2
CC(=O)Nc1cccc(C(=O)OCC(=O)NC(C)c2ccc(F)cc2)c1 (centres undefined)	10	-14	5	2.8	4	5	-1	-1	-2
Cc1cc(C)c2c(N)c(C(=O)Nc3ncc(C)s3)sc2n1	-2	3	10	0.4	1	-3	-7	-6	0
O=C1CC(c2ccco2)Sc2ccccc2N1 (centres undefined)	-2	-8	3	0.6	2	-3	4	-2	3
O=C1/C(=C/c2ccccc2)SC(=S)N1C1CCS(=O)(=O)C1 (centres undefined)	5	-8	-3	2.5	2	3	6	1	2
COc1cccc(COC(=O)C(Cc2ccccc2)NC(=O)c2ccco2)c1 (centres undefined)	9	6	7	5.1	11	2	-6	4	-3
Cc1ccc(Nc2ncnc(-n3cccc3)n2)cc1Cl	18	-13	-22	-0.4	0	6	17	-12	3
COc1ccc2cc(CCOC3CCCCO3)ncc2c1 (centres undefined)	-16	9	18	-0.2	2	-2	-8	-3	11
c1ccc(COc2ncnc3c2ncn3CCCNCC2CCCO2)cc1 (centres undefined)	11	-9	3	0.8	-1	-3	-5	6	-1
NC(=O)C1CCN(C(=O)C2CC(=O)N(c3ccc(F)cc3)C2)CC1 (centres undefined)	-10	-11	-7	0.0	1	-4	9	-11	6
COc1ccc(Cn2ccc(=O)c(Cc3c(Cl)cccc3Cl)c2C)cc1	19	-6	7	1.9	2	1	-2	12	-7
OCC1OC(Oc2c(Br)cc(Br)cc2Br)C(O)C(O)C1O (centres undefined)	9	-9	-12	1.4	1	3	8	5	-2
CC[C@]12c3[nH]c4cc(CCC(=O)N(C)C)ccc4c3CCN1C(=O)[C@@H](CC(=O)NCCc1ccccn1)C[C@@H]2C(=O)N1CCN(C(=O)c2ccco2)CC1	2	-15	-14	0.5	0	0	6	-11	2
CC1(C)Cc2c(c(-c3ccccc3)[nH]c(=O)c2C#N)CS1	-9	17	-1	0.1	0	-1	-7	3	-3
OCC1(Cc2ccccc2)CCCN(Cc2cn[nH]c2-c2ccccc2)C1 (centres undefined)	-9	15	32*	3.5	15	-2	-17	3	-11
CCCCNC(=O)c1onc(CSc2cccc(OC)c2)c1C(=O)NCCCC	15	-25	12	-0.1	0	-4	-2	3	-3
CCN1CCN(CCCNC(=O)CNC(=O)c2nn(-c3ccc(OC)cc3)c(=O)c3ccccc23)CC1	11	-8	-1	-0.2	1	-2	5	-8	7
O=C(Nc1ccc(N2CCOCC2)c(Cl)c1)c1cc2ccccc2o1	2	-1	14	3.0	12	1	-19	-2	-12
Oc1cc(Br)ccc1C=Nc1ccc(N2CCCCC2)cc1	0	-5	2	0.2	2	-1	-1	5	5
Cc1nn(Cc2ccccc2Cl)c(C)c1C(=O)NCC(c1cccs1)N1CCOCC1 (centres undefined)	-12	-7	15	0.6	3	3	-7	3	-3
CC(=O)NS(=O)(=O)c1ccc(NC(=S)NC(=O)Cc2ccccc2)cc1	-11	2	-3	0.5	1	-8	-1	-6	9
Cc1ccc(C(O)c2ncc(-c3ccc(F)cc3)[nH]2)c(C)c1 (centres undefined)	12	2	4	1.3	2	1	-3	-3	-1
CCC(C)NC(=O)CSc1nc2cc(S(=O)(=O)N3CCOCC3)ccc2n1CC (centres undefined)	23	-1	5	4.9	1	0	5	-5	6
CCOC(=O)c1c(SCC(=O)Nc2nc(C)cs2)nc(=O)[nH]c1C	8	-15	8	0.5	-1	-3	-4	-19	1
CCOC(=O)c1c(C)[nH]c(C(=O)COC(=O)CCC(=O)c2ccc3c(c2)OCCO3)c1C	12	2	3	5.1	15	5	-9	8	-11
CCOC(=O)C1=C(O)/C(=C/c2ccc(OCC(=O)O)c(OCC)c2)SC1=Nc1ccc(OC)cc1	1	2	0	-0.2	-1	-1	-2	2	-2
CNC(=O)c1cc(OCC(F)(F)F)ccc1OCC(F)(F)F	-2	-14	5	0.1	1	-1	6	0	-3
Cn1c(N)c(C(=O)Nc2ccccc2F)sc1=S	-18	0	7	0.0	1	1	10	0	7
COc1ccc(CCNC(=O)Cn2ccc3cc(S(=O)(=O)N4CCCC4)ccc32)cc1OC	18	-2	-5	0.4	1	-3	7	9	-4
Cc1[nH]nc2c1C(c1ccco1)C(C#N)=C(N)O2 (centres undefined)	-2	8	17	0.0	3	4	5	-6	16
CCOC(=O)c1c(NC(C)=O)sc2c1CCC(C=NCCCN(CC)CC)=C2Sc1ccccc1	4	-1	7	-0.2	0	-5	2	8	-3
CC(C(=O)NCC1(c2ccccc2)CCCC1)N1CCOCC1 (centres undefined)	10	-5	1	0.6	0	-2	1	23	-14
COC(=O)CN(c1cc(Cl)ccc1OC)S(=O)(=O)c1ccc(C)cc1	12	-5	9	0.0	-1	-9	4	5	-6
COc1ccc(C2CC(=O)N(CC(=O)NCC3CCCO3)c3ccccc3S2)cc1OC (centres undefined)	14	12	4	0.6	2	-1	-2	-3	4
COc1cc(/C=N/NC(=O)c2nnn(-c3nonc3N)c2C)ccc1OCc1ccc(Cl)cc1	11	-15	-7	0.8	1	0	1	-3	7
CCOC(=O)c1c(C)[nH]c(C)c1S(=O)(=O)N(C)CC(=O)Nc1cccc(C)n1	9	14	0	-0.1	4	-3	-1	4	3
Cn1ccc(NC(=O)c2ccc(Cl)cc2)n1	1	-7	-6	0.4	1	4	-6	-5	3
O=C(Nc1cccnc1)c1sc(Nc2ccccc2F)nc1-c1ccccc1	5	-1	0	0.7	2	-1	3	4	-5
O=C(Nc1nn[nH]n1)c1cccc(Oc2ccccc2)c1	18	-7	1	0.1	0	-2	-4	-8	10

Entries shown so far that have a furan ring, fused or not (five):
SMILES	CHO-K1 Ca PAM	CHO-K1 Ca antag	M5 antag	M1 ag parental	M4 ag	CHRM5 agonist	M5 PAM	CHRM4 antagonist	CHRM4 PAM
O=C1CC(c2ccco2)Sc2ccccc2N1 (centres undefined)	-2	-8	3	0.6	2	-3	4	-2	3
COc1cccc(COC(=O)C(Cc2ccccc2)NC(=O)c2ccco2)c1 (centres undefined)	9	6	7	5.1	11	2	-6	4	-3
CC[C@]12c3[nH]c4cc(CCC(=O)N(C)C)ccc4c3CCN1C(=O)[C@@H](CC(=O)NCCc1ccccn1)C[C@@H]2C(=O)N1CCN(C(=O)c2ccco2)CC1	2	-15	-14	0.5	0	0	6	-11	2
O=C(Nc1ccc(N2CCOCC2)c(Cl)c1)c1cc2ccccc2o1	2	-1	14	3.0	12	1	-19	-2	-12
Cc1[nH]nc2c1C(c1ccco1)C(C#N)=C(N)O2 (centres undefined)	-2	8	17	0.0	3	4	5	-6	16

Later entries
SMILES	CHO-K1 Ca PAM	CHO-K1 Ca antag	M5 antag	M1 ag parental	M4 ag	CHRM5 agonist	M5 PAM	CHRM4 antagonist	CHRM4 PAM
Cc1ccccc1C(=O)NNC(=S)NC(=O)c1ccc(Cl)cc1Cl	-13	12	26	89*	84*	53*	-17	23	-26
CC(C)(C)NC(=O)CSc1nnc(NC(=O)CCc2ccccc2)s1	-9	14	-2	0.4	2	1	-7	-12	1
O=C(/C=C/c1ccco1)NC(=S)Nc1cccc([N+](=O)[O-])c1	2	8	6	-0.7	0	3	2	-12	20
COc1ccc(S(=O)(=O)N(C)C)cc1NC(=O)COC(=O)c1nn(C)c(=O)c2ccccc12	13	-6	1	1.5	3	-1	5	4	-4
CCn1c(SCC(=O)Nc2ccc(F)cc2)nnc1C1CC1	18	-7	10	0.4	1	-3	2	-5	8
CN1C(=O)c2ccccc2C(C(=O)O)C1c1cccc([N+](=O)[O-])c1 (centres undefined)	10	0	5	0.1	0	-1	5	-5	1
Cc1noc(C)c1NC(=O)N(C)C[C@H]1Oc2ccc(NC(=O)Cc3ccccc3)cc2C(=O)N([C@H](C)CO)C[C@@H]1C	-5	-6	2	0.3	0	-7	-3	9	1
Cc1cc(=O)cc(C)n1-c1ccccc1Br	17	-8	-2	0.6	0	1	6	5	-2
COc1ccccc1C(=O)COC(=O)c1ccc(N(C)C)cc1	7	-10	11	4.3	11	-6	-13	-3	-13
O=C1C=CC[C@H](/C=C/C[C@@H](O)C[C@H](O)CCc2ccccc2)O1	-1	5	-4	-0.1	1	5	-1	-7	6
Cc1ccc(Cc2c(-c3ccccc3)nc3cc(C)c(Br)c(C)n23)cc1	16	2	-1	0.7	0	0	2	-20	0
